Assay outcomes from PubChem.
PhoP GFP inhibition: Inhibition of PhoP regulon, Salmonella typhi GFP reporter cells, confirmation, 4 h (AID 1850) | Salmonella Typhi PhoP-promoter GFP reporter, fluorescence, 4 h; higher % means a stronger effect | inhibition, % at 50 µM; hits with a dose series show IC50 in µM | actives 0.33% (n = 310,000); in the data active = a potency from the dose series; inconclusive = inhibition mostly from about 25% at the one dose, without a potency; inactive = the rest, 99 in 100 with inhibition below about 19%;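 also: 0% = induced wells with vehicle and 100% = uninduced wells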
H1N1 NS1A inhibition: NS1A inhibition, H1N1 influenza, cell based functional assay (AID 504329). NS1A functional cell-based assay, percent inhibition; higher % means a stronger effect. one-dose inhibition, % at 12.5 µM; IC50 in µM for titrated hits. actives 0.3% (n = 340,000); in the data active = a potency from the dose series; inconclusive = inhibition above about 27% without an active follow-up result; also: strong numbers were not always called active
tuberculosis growth: growth inhibition of non-replicating M. tuberculosis (AID 488890) | Mycobacterium tuberculosis non-replicating, growth inhibition; higher % means a stronger effect | one-dose inhibition, % at 25 µM; IC50 in µM for titrated hits | actives 0.39% (n = 320,000); in the data active = a potency from the dose series; inconclusive = inhibition mostly from about 82% at the one dose, without a potency; inactive = the rest, 99 in 100 with inhibition below about 76%;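 also: plate controls were DMSO cells for no effect and high antibiotic wells for full effect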
VEEV TC-83 Vero: inhibitors of VEEV TC-83 cytopathic effect, confirmation, Vero cells (AID 588727); Vero cells, VEEV TC-83 cytopathic effect inhibition; higher % means a stronger effect; one-dose inhibition, % at 20 µM; IC50 in µM for titrated hits; actives 0.13% (n = 350,000); in the data active = a potency from the dose series; inconclusive = inhibition mostly from about 14% at the one dose, without a potency; inactive = the rest, 99 in 100 with inhibition below about 12%; also: strong numbers were not always called active
H37Rv inhibition: M. tuberculosis growth inhibition, HTS (AID 449762). M. tuberculosis H37Rv growth inhibition, 7H9 media; higher % means a stronger effect. inhibition, % at 25 µM; hits with a dose series show IC50 in µM. actives 0.59% (n = 330,000); in the data active = a potency from the dose series; inconclusive = inhibition above about 70% without an active follow-up result;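 also: bacterial growth assessed after seven days of incubation; strong numbers were not always called active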
VEEV TC-83 Vero 10K pilot screen: second read-out of VEEV TC-83 Vero, no call of its own (marks repeat the call); inhibition, %; measured here: 10K pilot screen inhibition
* marks the source's active call; other numbers are inactive results; i = inactive; ? = inconclusive; nt = no result given. Random draw from the library. Share with any hit: about 1.6%.

SMILES | PhoP GFP inhibition | H1N1 NS1A inhibition | tuberculosis growth | VEEV TC-83 Vero | H37Rv inhibition | others
CCN1C(=O)CC(N2CCN(c3ccc(OC)cc3)CC2)C1=O (stereo not drawn) | -4% | -3% | 8% | 1.8% | -8%
Cc1cccc(NC(=O)c2cc(-c3ccc(C)s3)nc3ccccc23)n1 | -5% | 3% | 56% | 8.2% | 52%
CC1CCCCN1C(=O)Cc1ccc(F)cc1 (stereo not drawn) | 6% | -6% | -15% | 7.0% | -7%
CCOC(=O)Cc1csc(N/N=C\c2ccccc2OC)n1 | 2% | 0% | -10% | 0.4% | 37%
C=CCNC(=S)N1CC2(C)CN(C(=S)NCC=C)CC(C)(C1)C2=O | 4% | -13% | 7% | i | -7%
COc1cccc(C(=O)N2CCN(C(=O)c3cccc4ccccc34)CC2)c1OC | -4% | -4% | 13% | 5.0% | -5%
Cc1ccc2oc(=S)n(C)c2c1 | -22% | -3% | -7% | 0.6% | -1%
Nc1cc(C(=O)Nc2ccc(Cl)cc2)ccc1N1CC2CC(C1)c1cccc(=O)n1C2 (stereo not drawn) | 5% | -1% | 4% | 2.9% | 2%
COc1cc2c(cc1NC(=O)COC(=O)C(CCSC)NC(=O)c1ccccc1Cl)oc1ccccc12 (stereo not drawn) | -14% | -11% | -7% | 1.7% | -14%
O=C(C[n+]1cc[nH]c1)c1ccc(Cl)cc1 | 0% | -16% | 4% | i | 2%
O=C(c1cccc([N+](=O)[O-])c1)N1CCCC(C(=O)N2CCc3ccccc3C2)C1 (stereo not drawn) | 1% | -11% | -8% | 1.6% | -5%
O=c1ccnc(SCc2ccccc2Cl)[nH]1 | 13% | -3% | 14% | i | -13%
Nc1ccc(C(O)(C(F)(F)F)C(F)(F)F)cc1 | 39% | 3% | 6% | 2.5% | -1%
Cc1ccc(C(=O)N2CCC(C)CC2)cc1C | 13% | -21% | 79% | i | 8%
COC(=O)c1ccc(COC(=O)CNC(=O)c2ccc(C)s2)cc1 | nt | -6% | 34% | 0.1% | -1%

The last 2 compounds of the part before open the next one.
SMILES | PhoP GFP inhibition | H1N1 NS1A inhibition | tuberculosis growth | VEEV TC-83 Vero | H37Rv inhibition | others
Cc1ccc(C(=O)N2CCC(C)CC2)cc1C | 13% | -21% | 79% | i | 8%
COC(=O)c1ccc(COC(=O)CNC(=O)c2ccc(C)s2)cc1 | nt | -6% | 34% | 0.1% | -1%
COc1cccc(CNC(=O)[C@@H](C)N2C(=O)N3CCc4c([nH]c5ccc(OC)cc45)C3(C)C2=O)c1 (stereo partly drawn) | 12% | 2% | 8% | 0.6% | -14%
CC1(c2nnc(-c3ccc(F)cc3)o2)CC(c2ccc(F)cc2)=NO1 (stereo not drawn) | -2% | 0% | 63% | i | 3%
O=S(=O)(NCc1ccc2c(c1)OCO2)c1ccc2c(c1)oc1ccccc12 | -1% | -4% | 15% | i | -3%
COc1ccc(NC(=O)CN(C)C(=O)c2ccc3ccccc3n2)cc1 | nt | 1% | nt | 2.3% | 5%
CCN(CC)C(=O)CSc1nnc([C@H](Cc2c[nH]c3ccccc23)NC(=O)OC(C)(C)C)o1 | -10% | -5% | 16% | 7.4% | -5%
CCCN1C(=O)c2ccc(C(=O)NC3=NCCS3)cc2C1=O | -11% | 9% | 14% | 1.5% | 7%
Cc1cccc(OCC(=O)Nc2ccc(N3CCN(C(=O)c4ccco4)CC3)cc2)c1C | -22% | -2% | 41% | 2.1% | 8%
COc1ccc(/C=C(\NC(=O)c2ccc(OC)cc2)C(=O)N2CCCCC2)cc1 | -2% | -14% | 16% | 0.8% | -1%
C#CC1(O)CCC2C3CCC4=C/C(=N/OCC(=O)NCC(=O)NC(C(=O)O)C(C)C)CC[C@]4(C)C3CC[C@@]21C (stereo partly drawn) | 5% | 0% | -12% | 0.7% | 0%
CCC(CO)Oc1cc(NCc2ccccc2)c2ncn(C(C)C)c2c1 (stereo not drawn) | nt | 3% | 22% | 0.2% | 3%
CC(c1ccccc1)n1cc(C(=O)NCC2CCCO2)nn1 (stereo not drawn) | 13% | 0% | 13% | 1.0% | -5%
COc1ccc(CC(=O)NCc2ccc(F)cc2)cc1S(=O)(=O)N1CCOCC1 | nt | -3% | 16% | 1.5% | -4%
Oc1ccc(Cl)cc1N=Nc1ccccc1 | 0% | 10% | 11% | i | -8%
COc1cc(C2C(C(=O)c3cccs3)=C(O)C(=O)N2c2cc(C)on2)ccc1O (stereo not drawn) | 4% | 11% | 18% | 0.7% | 0%
CCOC(=O)C1CCCN(C(=O)CSc2nc(C)cc(C)n2)C1 (stereo not drawn) | -4% | 0% | 0% | 1.2% | 8%

Entries listed so far that contain a Cl atom:
SMILES | PhoP GFP inhibition | H1N1 NS1A inhibition | tuberculosis growth | VEEV TC-83 Vero | H37Rv inhibition | others
Nc1cc(C(=O)Nc2ccc(Cl)cc2)ccc1N1CC2CC(C1)c1cccc(=O)n1C2 (stereo not drawn) | 5% | -1% | 4% | 2.9% | 2%
COc1cc2c(cc1NC(=O)COC(=O)C(CCSC)NC(=O)c1ccccc1Cl)oc1ccccc12 (stereo not drawn) | -14% | -11% | -7% | 1.7% | -14%
O=C(C[n+]1cc[nH]c1)c1ccc(Cl)cc1 | 0% | -16% | 4% | i | 2%
O=c1ccnc(SCc2ccccc2Cl)[nH]1 | 13% | -3% | 14% | i | -13%
Oc1ccc(Cl)cc1N=Nc1ccccc1 | 0% | 10% | 11% | i | -8%

Further records:
SMILES | PhoP GFP inhibition | H1N1 NS1A inhibition | tuberculosis growth | VEEV TC-83 Vero | H37Rv inhibition | others
COc1ccc(/C=C/C(=O)OC2CCCCC2CN(C)C)cc1 (stereo not drawn) | 2% | -17% | 5% | i | -1%
COC(=O)C1=C(c2cccc(OCc3ccccc3)c2)C[C@@H]2CC[C@H]1N2C(=O)NCc1ccc(Br)cc1 | nt | -3% | 11% | 2.3% | 8%
Cc1nc(N)sc1N=Nc1ccc(F)cc1 | 16% | 2% | 19% | i | 58%
O=C(O)c1cccc(N/N=C/c2cc(Br)cc(Br)c2O)c1 | -7% | 0% | 31% | 0.5% | -16%
CCN(CC(=O)Nc1ccc(NC(C)=O)cc1)C(=O)CCCOc1cccc(C)c1 | 4% | 0% | -2% | i | 4%
CN(C(=O)c1cccc(NC(=O)Cc2ccc(NC(=O)C3CCN(C(=O)CCc4ccccc4)CC3)cc2)c1)C1CC1 | nt | -11% | nt | 0.1% | nt
COc1ccc(C2C=C(c3ccc(Br)cc3)Nc3nc(NS(C)(=O)=O)nn32)cc1 (stereo not drawn) | -16% | nt | 68% | nt | ?
O=C(NC12CC3CC(CC(C3)C1)C2)N1CCCC(CO)C1 (stereo not drawn) | -2% | -1% | -7% | i | 1%
O=C(Nc1ccc(Nc2ccccc2)cc1)c1ccc(Cl)c([N+](=O)[O-])c1 | -9% | 1% | 54% | i | 7%
CSc1nc2sc3c(c2c(=O)[nH]1)CCC3 | -9% | -5% | 5% | 1.1% | 2%
O=[N+]([O-])c1ccc(Cl)c(S(=O)(=O)Nc2ccc(S(=O)(=O)N3CCOCC3)cc2)c1 | 2% | 2% | -8% | i | -6%
CS(=O)(=O)N1CCN(C(=O)c2ccc(F)cc2)CC1 | 4% | 4% | 5% | 1.2% | -1%
C#CCN(C(=O)c1cc(COc2cccc(C(F)(F)F)c2)on1)C1CCCCC1 | -4% | -9% | 16% | 2.5% | 9%
CC(C)(C)NC(=O)N1CCN(c2ncccc2C(F)(F)F)CC1 | 0% | 8% | 1% | 2.5% | 1%
Cc1oc2cc3oc(=O)ccc3cc2c1C | -8% | -1% | -13% | i | 1%
Cc1ccc(NC(=O)c2cc(NC(=O)c3ccco3)ccc2N2CCOCC2)cc1 | -1% | 4% | 15% | 7.7% | 14% | VEEV TC-83 Vero 10K pilot screen=5.7
CC(=O)c1ccc(-n2nnnc2SCC(=O)Nc2cccc(NC(=O)c3ccco3)c2)cc1 | 12% | -9% | -6% | 2.0% | 3%
CC(C)c1onc(C(=O)N2CCC3(CC2)OCCO3)c1[N+](=O)[O-] | -9% | -2% | -15% | 0.7% | 1%
CC(=O)NNC(=O)c1[nH]c2ccc(Cl)cc2c1-c1ccccc1 | 0% | 1% | 9% | 5.7% | -8%
CC(C)[C@H](NC(=O)CCCn1nnc2ccccc2c1=O)C(=O)O | 4% | -13% | 3% | 0.1% | -3%
Cc1ccc2oc(=O)c3cc(C(=O)Nc4cc(-c5cccc(F)c5)no4)sc3c2c1 | 3% | nt | -6% | nt | -4%
CN1CCN(c2ccc(C(N)=O)cc2[N+](=O)[O-])CC1 | -4% | 3% | -3% | 2.0% | -5%
O=C1Nc2c(ccc(Cl)c2Cl)C(=O)C1(F)c1ccccc1 (stereo not drawn) | 7% | -5% | 18% | 1.6% | 35%
O=C1CCC(C(=O)Nc2ccccc2N2CCOCC2)=NN1 | -1% | -13% | -3% | 3.7% | -3%
COc1ccc(-c2ccc(C)cc2)cc1[C@H]1[C@H]2C=CC[C@@H](C)[C@@H]2C(=O)N1Cc1ccccc1 | 1% | -5% | 3% | 0.5% | -5%
O=C(Nc1ccc(Cl)c(C(F)(F)F)c1)NC1CC2CCCC(C1)N2Cc1ccccc1 (stereo not drawn) | 0% | nt | ? | nt | ?
CCOC(=O)/C(N=Nc1ccc2c(c1)OCO2)=C(\C)O | 10% | 19% | 21% | 2.0% | 2%
Cc1cc(C(=O)NNc2c(Cl)cccc2Cl)no1 | -3% | 3% | -11% | 0.0% | -2%
N#CC1=C(N)Oc2[nH]c(=S)[nH]c(=O)c2C12C(=O)Nc1ccccc12 (stereo not drawn) | 3% | -3% | 0% | 1.5% | -1%
COC(=O)COc1ccc(NC(=O)C(c2ccccc2)c2ccccc2)cc1 | -1% | -5% | ? | 0.5% | 20%
Cc1ccc(NC(=O)CC(=O)Nc2ccc(C)cc2)cc1 | -9% | -3% | -7% | 1.1% | -12%
COC(=O)c1ccc(NC(=O)COC(=O)C2CC(=O)N(Cc3ccccc3)C2)cc1 (stereo not drawn) | -4% | 7% | 7% | 0.8% | 1%
Cc1nn(C/C(C#N)=N\O)c(C)[n+]1N | 0% | 2% | -11% | i | -3%
O=C(N/C(=C\c1cccnc1)C(=O)N1CCOCC1)c1cccc(Br)c1 | -3% | -6% | -1% | i | 6%
CCCc1nc2oc3c(NCCCN(C)C)ncnc3c2c2c1CCCC2 | -10% | nt | ? | 12% | 5%
CCOc1ccccc1C1C(C(=O)OC)=CN(C)C=C1C(=O)OC | 2% | -9% | -9% | i | -18%
CCOc1ccc(-c2nnn(CC(=O)c3ccc4c(c3)OCCO4)n2)cc1OCC | -6% | -11% | 3% | 1.7% | -3%
Cn1c(=O)oc2cc(S(=O)(=O)NCC3CCCO3)ccc21 (stereo not drawn) | 3% | 1% | -9% | 2.8% | -4%
Cc1cccc(Cc2nc3ccccc3[nH]2)c1 | nt | -1% | nt | 1.0% | nt
CCOc1ccccc1CN1CCN(Cc2ccc3cc(F)ccc3n2)CC1CCO (stereo not drawn) | 9% | -4% | 23% | i | -6%
CCOC(=O)N1CCN(C(=O)CSCc2ccccc2)CC1 | -9% | -2% | 11% | 0.7% | 0%
O=C(CSCCOc1ccccc1)NCc1ccncc1 | -7% | -7% | 40% | 2.0% | -5%
COc1cc(C(=O)NCC2CCCO2)ccc1OCc1c(C)noc1C (stereo not drawn) | -1% | 2% | -21% | 1.4% | -11%
Cc1ccc(-n2nnnc2SCC(=O)NNC(=O)c2ccco2)c(C)c1 | 10% | 10% | -19% | 0.1% | 0%
COc1ccc(-n2nc3c(c2NC(=O)COc2cccc(OC)c2)CS(=O)(=O)C3)cc1 | -14% | -8% | -15% | 3.8% | -13%
CCOc1cc(NC(=O)C2CCCCC2)c(OCC)cc1NC(=O)c1ccccn1 | 2% | 0% | 20% | 0.7% | 10%
Cc1cc(NC(=O)CSc2nc3cc(C)c(C)cc3cc2C)no1 | 0% | 6% | -16% | 0.9% | 3%
CC1CCN(C(=O)c2ncn(C)c2C(=O)N2CCC(C)CC2)CC1 | nt | 1% | 23% | 1.0% | 1%
CC1Nc2ncnc(N3CCN(c4ccccc4)CC3)c2N(Cc2ccccc2)C1=O (stereo not drawn) | 6% | -2% | 7% | 0.7% | 4%
COc1cc(C(=O)Nc2sc3c(c2C(=O)O)CCC3)cc(OC)c1OC | 9% | 6% | 2% | 3.0% | 5%
